LDHA inh – inhibitors of human lactate dehydrogenase A | P00338 | purified LDHA, NADH/diaphorase-resazurin fluorescence; active compounds read low | activity change, % (values are at about 110 or 230 µM) | actives 0.15% (n = 480,000) | AID 1347041; in the data active = activity change below about -30%; inconclusive = mostly about -25% to -30%;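 also: plate controls were DMSO wells for no effect and wells without enzyme for full effect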
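Enzyme activity of human lactate dehydrogenase 5 (2 nM; 0.06 mM NADH, 0.2 mM pyruvate, 5 min, RT) is measured via a resazurin/diaphorase fluorescence readout of residual NADH.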
12-LOX inh – ALOX12 (human) lipoxygenase inhibition | P18054 | purified 12hLO, xylenol orange hydroperoxide absorbance | Potency, µM (highest dose often 108 µM), without a hit: top-dose activity change, negative = inhibition, usual class: inhibitors | actives 1.1% (n = 580,000) | AID 1671190; also: potency is read from the fitted curve at half-maximal effect; % is scaled to controls: 0 for no effect and ±100 for the full control effect
Target sequence (P18054 whole entry, looked up): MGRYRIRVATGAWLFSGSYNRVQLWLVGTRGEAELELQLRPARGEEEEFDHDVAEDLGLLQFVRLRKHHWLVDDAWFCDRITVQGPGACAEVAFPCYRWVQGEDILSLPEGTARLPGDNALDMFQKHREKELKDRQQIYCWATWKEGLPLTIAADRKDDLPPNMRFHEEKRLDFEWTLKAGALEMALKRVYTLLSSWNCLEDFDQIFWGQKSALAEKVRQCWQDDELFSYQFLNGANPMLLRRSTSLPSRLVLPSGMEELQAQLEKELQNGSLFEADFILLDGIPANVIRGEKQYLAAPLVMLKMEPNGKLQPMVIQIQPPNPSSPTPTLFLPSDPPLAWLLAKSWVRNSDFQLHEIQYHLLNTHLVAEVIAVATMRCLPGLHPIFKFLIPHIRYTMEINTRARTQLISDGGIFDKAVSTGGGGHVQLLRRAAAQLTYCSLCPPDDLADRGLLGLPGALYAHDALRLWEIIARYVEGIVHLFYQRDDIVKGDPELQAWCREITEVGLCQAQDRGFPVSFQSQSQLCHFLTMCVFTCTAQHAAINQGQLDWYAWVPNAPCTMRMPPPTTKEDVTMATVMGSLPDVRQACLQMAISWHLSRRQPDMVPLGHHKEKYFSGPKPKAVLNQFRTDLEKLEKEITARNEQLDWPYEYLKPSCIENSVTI
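Hydroperoxide product was detected by ferrous iron/xylenol orange as the 573 to 405 nm absorbance ratio. Arachidonic acid at 40 uM (final) was turned over for 30 min at room temperature by 150 nM human 12hLO, pH 7.0 Hepes buffer, after 15 min compound preincubation.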
Vif-A3G inh – inhibitors of Vif-APOBEC3G interaction | Potency, µM (series often up to 46.1 µM), for the others: at the top dose activity, negative = active, hits mostly inhibitors | Q9HC16 | HeLa A3G-eYFP + Vif (tagged APOBEC3G with the HIV-1 protein that degrades it), YFP fluorescence, overnight | actives 0.076% (n = 410,000) | AID 602310;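 also: potency is read from the fitted curve at half-maximal effect; % is scaled to controls: 0 for no effect and ±100 for the full control effect; nearly all actives have a fitted effect of over 60% in size; hits raise eYFP signal because A3G escapes Vif-driven loss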
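Read-out is eYFP fluorescence (Ex 488/Em 500-530) from Vif-expressing HeLa A3G-eYFP cells; more signal means A3G escaped Vif-mediated degradation. Cells plated overnight, compound pinned in, incubated overnight at 37 deg C.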
ERG-DNA inh – blocks human ERG Ets domain binding to DNA; P11308; actives 0.028% (n = 370,000); Potency, µM (highest dose often 76.9 µM), without a hit: top-dose FP activity, negative = inhibition, most hits filed as inhibitors; fluorescence polarization, His-ERG Ets domain / labelled DNA; AID 624246; active = well fitted inhibition curve with a large enough effect in the polarisation, with a control signal flat; inconclusive = small, poorly fitted or top-dose-only effect, or effect the other way, or a change in a side signal; inactive = no such curve, though single readings can be large or run the other way; the % refers to the polarisation;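 also: polarization taken with two DNA probes labelled with fluorescein and Texas red; potency is read from the fitted curve at half-maximal effect; % of control where 0% means no effect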
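His-tagged ERG Ets domain (1 uM in the protein solution; 300mM KCl, 50mM Tris-HCl, 1mM EDTA, 1mM DTT, pH 7.5) received compound, then a probe mix of 5 nM fluorescein-DNA and 100nM Texas-615-DNA. Fluorescence polarization was read for both dyes.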
RGS4 inhibitor – inhibitors of human regulator of G protein signaling 4; Potency, µM (doses to about 114 µM), for the others: at the top dose activity change, negative = inhibition, most hits filed as inhibitors; Transcreener GDP fluorescence polarization, RGS4-accelerated GTP hydrolysis; actives 0.039% (n = 390,000); AID 504845; P49798; also: potency is read from the fitted curve at half-maximal effect; % is scaled to controls: 0 for no effect and ±100 for the full control effect; nearly all actives have a fitted effect of over 75% in size; some results filed as inactive show a strong effect at the top dose
Target sequence (P49798 whole entry, looked up): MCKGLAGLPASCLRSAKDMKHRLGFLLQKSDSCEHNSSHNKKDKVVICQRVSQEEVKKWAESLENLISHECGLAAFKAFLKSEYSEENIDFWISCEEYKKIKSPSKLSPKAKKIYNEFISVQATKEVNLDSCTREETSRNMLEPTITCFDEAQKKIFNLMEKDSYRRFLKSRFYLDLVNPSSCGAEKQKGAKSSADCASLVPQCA
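MLSMR compounds (23 nl, pin-transferred) preincubated 10 min at room temperature with a 500nM (2x) first reagent, then RGS4 at 900nM (2x) plus Transcreener GDP mix added; fluorescence polarization (620/688 nm) read before and after 90 min at 30 °C.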
D2 ag – agonists of human D2 dopamine receptor; P14416; HEK293 T-REx D2 cells, calcium flux agonist mode; activation, % at 2 µM; actives 0.53% (n = 340,000);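 active = activation over 3 SD above normal in the single-dose calcium agonist read, cut at about 30% in these data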; also: 0% is about no effect
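Tetracycline-induced HEK293 T-REx cells with force-coupled D2 receptor, plated overnight at 30 C, loaded with no-wash calcium dye. After a 10 s baseline, compound was pin-added and calcium flux read kinetically for 180 s; calcium rises flagged agonists.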
GRP78 ERSR act – ER stress response induction in glioma; U87-MG GRP78 promoter luciferase reporter, 16 h; Potency, µM, for the others: at the top dose activation, actives largely listed as activators; actives 0.02% (n = 420,000); also: potency is read from the fitted curve at half-maximal effect; series mostly up to about 76 µM; % of control where 0% means no effect; nearly all actives have a fitted effect of over 35% in size
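Stably transfected U87-MG glioma cells carrying a GRP78-based luciferase sensor; 16 h compound incubation. Luminescence end-point read 10 min after Bright-Glo addition at room temperature.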
D2 antagonist – D2 dopamine receptor (human) antagonism. P14416. HEK293 TREx D2 cells, calcium flux, dopamine EC80. inhibition, % at 10 µM. actives 2% (n = 340,000); in the data active = inhibition above about 30%; also: 0% is about no effect
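Compounds are added to dye-loaded, induced HEK293 T-REx cells coupled to calcium release via D2; after a 3 min kinetic read an EC80 dopamine stimulus is given and fluorescence is recorded for 3 more min.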
Vif-A3F inh – inhibitors of Vif-A3F interaction | HeLa A3F-eYFP + Vif (tagged APOBEC3F with the HIV-1 protein that degrades it), YFP fluorescence increase | actives 0.2% (n = 390,000) | Potency, µM (highest dose often 46.1 µM), for inactives: at the top dose activity, negative = active; also: potency is read from the fitted curve at half-maximal effect; % of control where 0% means no effect; nearly all actives have a fitted effect of over 65% in size
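HeLa cells stably expressing A3F-eYFP plus Vif, plated and incubated overnight at 37 deg C, then exposed to compounds overnight at 37 deg C. Blocked degradation read as raised yellow fluorescence (Ex 488/Em 500-530).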
* = called active by the depositor; ? = inconclusive; / = no result given; & = joins results of further samples; [ ] = another dose, or the depositor's remark. Unless noted, calls follow the shape of the dose curve; as a rule, active = well fitted curve in the direction sought with a large enough effect; inconclusive = small, poorly fitted or top-dose-only effect, or another doubt; inactive = no such curve, though single readings can be large; an effect the other way counts as inactive or inconclusive.

Results follow in this order: LDHA inh, 12-LOX inh, Vif-A3G inh, ERG-DNA inh, RGS4 inhibitor, D2 ag, GRP78 ERSR act, D2 antagonist, Vif-A3F inh
> CCOC(=O)c1cc(-c2csc(COc3ccccc3)n2)on1
    -1, 316%[activator], -3%, 3%, -1%, 0.9, 1%, 3, -15%
> CCOC(=O)c1cccc(NC(=O)C2(S(=O)(=O)c3ccc(C)cc3)CC2)c1
    2&-10, ?, 2%&0%, 3%, 8%&-1%, -0.6&-0.6, -3%&-4%, -5, 1%&4%
> N#CCCN(C(=O)COC(=O)C12CC3CC(CC(O)(C3)C1)C2)c1ccc(F)cc1
    2, 1%, 1%, -12%, 25%, 1.4, -4%, 26, 2%
> c1ccc(Cn2ccnc2C2OCCO2)cc1
    -8, -25%, 0%, /, /, /, -1%, /, 12%
> COc1cc2nc(CSc3ncn[nH]3)[nH]c(=O)c2cc1OC
    -3, 6%, -6%, -2%, -1%, 0.1, -2%, -18, -2%
> O=C(CSCC(=O)NCc1ccco1)NCc1ccco1
    -16, 4%[57.4 µM], 3%, /, 4%, 0.7, -4%, 12, 1%
> COc1cccc(NC(=O)C2CCN(C(=O)NC3CCCCC3)CC2)c1
    2, 5%, 0%, 0%, -31%, -0.2, -5%, -10, 15%
> Cc1ccc(NC(=O)c2cccc(N3CCCS3(=O)=O)c2)cc1
    1, -1%, 6%, -2%, -10%, /, -2%, /, -12%
> COc1cc(-c2c(NC(=O)c3ccco3)oc3ccccc3c2=O)cc(OC)c1OC
    -13, -6%, -3%, -2%, 28%, -0.6, -2%, 19, -5%
> Cc1cccc2cc(CN(CC3CCCO3)S(=O)(=O)c3ccccc3)c(=O)[nH]c12 (configuration not stated)
    -5&-24, 1%&20%, -4%, 3%, -9%, 0.9, -4%, -6, -1%
> CCCN(CC(=O)Nc1ccccc1C)C(=O)COc1c(C)cccc1C
    -2, 3%, 0%, -2%, 3%, -0.4, 0%, -1, 3%
> COc1ccc(OC(=O)c2cn(C)nc2C(F)(F)F)cc1
    3, -20%, -1%, 8%, -15%, -0.4, 4%, 13, 7%
> CCOc1ccc(Oc2ccc(S(=O)(=O)N3CCOCC3)cc2NC(=O)CCNC(C)=O)cc1
    -4, 14%, -7%, -3%, -3%, -0.4, -3%, -9, 5%
> CCn1cc(CCC(=O)NCc2cccc(OC)c2OC)c2ccccc21
    -6, -1%, 1%, -6%, 17%, -0.3, -4%, -17, 15%
> CCCCN1CC(Br)C(=O)NC1=O (configuration not stated)
    -4, -12%, 2%, -9%, -6%, /, -2%, /, 3%
> CC(C)Cc1ccc(CN2CCCC(NC(=O)c3nn(C)c(=O)c4ccccc34)C2)cc1 (configuration not stated)
    2, 113%[activator], 2%, 2%, -21%, /, -9%, /, 1%
> O=C1NC(=O)c2cc(Br)cc3cccc1c23
    -11, -7%, 2%, 2%, ?, 1.9, -3%, 3, 7%
> Cc1occc1C(=O)NNC(=O)C1CC1
    -8, 0%, -2%, -3%, -4%, 1.1, 4%, -9, -4%
> COc1ccc(-c2cc(=O)oc3c(C)c(O)c(CN(C)C)cc23)cc1
    -9, 0%, -3%, -1%, 0%, -1.7, -3%, 11, -1%
> COc1ccccc1Cc1c(-c2ccc(Cl)cc2)nc2ccc(Br)cn12
    -6, ?, ?, /, /, /, 1%, /, /
> CC1CCN(C(c2ccccc2)c2nnnn2C(C)(C)C)CC1 (configuration not stated)
    -6, -23%, -8%, 1%, -8%, -0.8, -3%, 24, 8%
> CCN(C[C@H]1N[C@@](Cc2ccccc2)(C(=O)OC)[C@H]2C(=O)N(C)C(=O)[C@@H]12)C(C)=O
    -4, -24%, 2%, 4%, 8%, /, 1%, /, 6%
> NC(=O)CSc1nnc(NC(=O)c2ccc(S(=O)(=O)N3CCOCC3)cc2)s1
    -3, 4%, -1%, -11%, 3%, 1.1, -4%, -24, -3%
> Cc1ccc(NC(=O)CN2C(=O)c3ccccc3S2(=O)=O)cc1C
    -9, ?, -4%, -3%, 5%, -0.4, 1%, -3, -13%
> Cc1cccc(NC(=O)Cn2c(=O)c3cccn3c3ccccc32)c1C
    10, 0%, 5%, -1%, -13%, -0.4, -5%, /, -3%
> Cc1cccc(CNC(=O)c2ccc(C)c(-n3c(C)nc4cccnc43)c2)c1
    -17, 1%, -2%, -1%, 35%, -0.8, -1%, /, 2%
> COc1cc(Br)cc(CN2CCN(C/C=C/c3ccccc3)CC2)c1O
    9, 14µM*, 2%, -7%, -22%, 1.5, -2%, -23, -2%
> O=Cc1c[nH]c2ccc(NC(=O)OCc3ccccc3)cc12
    -6, -1%, -6%, 3%, -5%, /, 1%, /, -18%
> COc1c(Cl)cc(C(=O)Nc2cccnc2)cc1Cl
    -1, ?, -12%, /, /, /, -3%, /, -2%
> COc1ccc(CN2CCNC(=O)C2CC(=O)NC2CCCCCC2)cc1C (configuration not stated)
    -2, 0%, 2%, 6%, 17%, -0.6, -1%, -6, 0%
> Cc1ccc(S(=O)(=O)N(C)C)cc1NC(=O)CN1CCCC1
    -9, -33%, -1%, 3%, 0%, -0.3, -2%, -21, -20%
> CCCCCCn1c(=O)n2n(c1=O)C[C@]1(OC(=O)Nc3c(C)noc3C)CN(S(=O)(=O)c3ccc(C)cc3)C[C@]1(O)C2
    -5, ?, 2%, /, /, /, 1%, /, -4%
> CC(C)(C)c1ccc(C(=O)CSc2nc3ccccc3c(=O)[nH]2)cc1
    -10, -12%, 0%, 0%, 5%, /, -1%, /, -16%
> Cn1cc(-c2ccc(Cl)cc2)cc(C#N)c1=O
    -5, -7%, 0%, 4%, 12%, 0.1, -2%, 10, 5%
> CC(=C1SC(=S)NC1=O)c1ccccc1
    -5, ?, -1%, 0%, -29%, /, -1%, /, 11%
> O=C(CCCC(=O)N1CCc2ccccc21)N1CCc2ccccc21
    -5, -5%, 3%, -11%, -16%, 0.3, -7%, -4, 0%
> C=CCOc1ccc(/C=C/C(=O)OCC(=O)NCCCc2ccccc2)cc1
    -10, 7%, -2%, -3%, 6%, 0.0, -2%, -1, 6%
> COc1ccc(N2C(=O)CC(Nc3ccc(F)cc3)C2=O)c([N+](=O)[O-])c1 (configuration not stated)
    -6, 0%, 1%, -2%, 20%, -0.2, 10%, 13, -2%
> COc1ccc(C2=NOC(Cn3nc(-c4ccccc4C)cc3C(=O)O)C2)cc1 (configuration not stated)
    -8, ?, -15%, -1%, -8%, -1.0, 6%, 5, 3%
> CC(=O)Nc1cc2c(cc1Cl)-c1ccccc1C2
    -5, 12%, -10%, 3%, -15%, /, -1%, /, 6%
> COc1ccc(NC2=C(Cl)C(=O)N(c3ccccc3)C2=O)c(OC)c1
    -6, -9%, 4%, 5%, 4%, 1.8, -3%, -14, 4%
> Cn1ncc2c(=S)nc(Cl)[nH]c21
    -10, 7.1µM*, -13%, -3%, -9%, /, 3%, /, ?
> CCOc1ccccc1NC(=O)c1ccc2c(Cl)c3c(nc2c1)CCC3
    1, -19%, 1%, 5%, 9%, /, 0%, /, 1%
> O=C(CCC1CCN(Cc2ccccc2Cl)CC1)NC1CC1
    -1, 13%, 9%, 2%, -32%, -0.6, -1%, -6, 0%
> N#Cc1nc(-c2ccc(COc3ccc(Cl)cc3)o2)oc1N1CCN(c2ccccc2)CC1
    -9, -53%, 3%, -1%, 15%, 7.4, -4%, /, 3%
> CCCN1C/C(=C/c2ccc3c(c2)OCO3)C(=O)/C(=C/c2ccc3c(c2)OCO3)C1
    8, ?, ?, 4%, -10%, 0.9, 6%, -20, ?
> CC(C)CC(=O)NC1(C(F)(F)F)C(=O)Nc2c1c(=O)n(C)c(=O)n2C (configuration not stated)
    -5, 0%, -1%, 1%, ?, 0.0, 2%, -19, 1%
> COc1ccc(C2CCN(Cc3cccnc3)CC2O)cc1 (configuration not stated)
    -1, -19%, 4%, -10%, -23%, 0.6, -4%, 0, 2%
> Cc1ccc(C(CCN)c2ccco2)cc1 (configuration not stated)
    7, ?, -4%, 4%, -4%, -0.4, 0%, -6, /
> CCOC(=O)C1CCN(C(=O)c2[nH]c3ccc(OC)cc3c2C)CC1
    -5&26, ?, 2%, 6%, 12%, -0.2, -3%, -14, 5%
> COC(=O)c1c(NC(=O)CCN2CCOCC2)sc2c1CCCC2
    -5, 7%, -7%, -6%, -20%, 0.3, -2%, 27, -14%
> Cc1c(NC(=O)Nc2ccc(F)c(Cl)c2)c(=O)n(-c2ccccc2)n1C
    -2, 7%, -5%, -6%, 5%, -0.1, -3%, /, 0%
> O=S(=O)(Nc1cccc(-n2cnnn2)c1)c1ccccc1
    -5, -5%, -3%, -7%, -43%, 0.3, -5%, 21, 12%
> CCN(CC(=O)Nc1ccccc1OC)CC(=O)Nc1ccccc1-c1ccccc1
    ?, -22%, ?, 8%, -33%, -1.7, -7%, -10, -1%
> C/C(=N\Nc1cccc(Cl)c1)c1ccc(-n2ccnc2)cc1
    5, ?, -14%, -14%, -14%, -0.5, -1%, 12, -7%
> CN(C)S(=O)(=O)c1ccc(C(=O)NCCC(=O)N2CCCC2)cc1
    -1, 6%, 0%, -5%, -13%, 0.1, -1%, 10, -6%
> Cc1cc(C)c(S(=O)(=O)c2ccccc2)c(OC(=O)c2ccc(Cl)cc2Cl)n1
    -4, /, 0%, -24%, ?, -1.5, -6%, -14, -3%

An excerpt; the hit share may differ from the screen's.
